A549 tox: Nrf2 qHTS screen for inhibitors: counterscreen for cytotoxicity; A549 ARE-Fluc cells, CellTiter-Fluor viability, 18-24 h; Potency, µM (series often up to 46 µM), for inactives: at the top dose activity change, negative = cytotoxicity, hits mostly inhibitors; 0.16% of 390,000 active; note: potency is the fitted concentration of half-maximal effect; % is set by controls: 0 for no effect and ±100 for the full control effect
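A549 ARE-Fluc cells in 5% FBS OPTI-MEM, 5000 cells/well, rested 2 h then exposed to compounds in concentration-response for 18-24 h at 37 °C. Viability by CellTiter-Fluor fluorescence (Ex 405/Em 525) after 30 min; luciferase luminescence (BugLite, 15 min, RT) read afterwards.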
TGFb SMAD3 inh: qHTS for Inhibitors of TGF-b; 1.2% of 410,000 active; HepG2 CAGA-GFP TGF-b/SMAD3 reporter, GFP fluorescence, 18 h; TGF-beta stimulated, 500 pg/mL final; Potency, µM (highest dose often 46.1 µM), without a hit: at the highest dose activity, negative = inhibition, hits mostly inhibitors; note: potency is the fitted concentration of half-maximal effect; % is set by controls: 0 for no effect and ±100 for the full control effect; nearly all actives have a fitted effect of over 65% in size
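TGF-beta reporter screen: HEPG2 CAGA-GFP, 1% FBS, 500 pg/mL TGF-beta final, 18 h; per-cell GFP summed per well; curves fitted and categorized by class.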
Nrf2 block: Nrf2 qHTS screen for inhibitors; A549 ARE-Fluc reporter, luciferase luminescence, 18-24 h; Potency, µM (series often up to 46 µM), for the others: at the top dose activity change, negative = inhibition, hits mostly inhibitors; 2.1% of 360,000 active; AID 504444, 2011; note: potency is the fitted concentration of half-maximal effect; % is set by controls: 0 for no effect and ±100 for the full control effect; nearly all actives have a fitted effect of over 60% in size
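Nrf2 function is reported as luminescence of an ARE-controlled luciferase in A549 cells. Compounds were tested at several concentrations, and a CellTiter-Fluor read on the same wells flagged cytotoxicity.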
MmCpn inh: Inhibitors of TCP-1 ring complex (TRiC) of Methanococcus maripaludis (MmCpn): qHTS; Chaperonin Mm-Cpn (Methanococcus maripaludis); purified Mm-Cpn ATPase, ADP Transcreener TR-FRET; Potency, µM (titrated, usually from 76.9 µM), inactives show at the top dose activity, negative = inhibition, hits mostly inhibitors; 0.031% of 330,000 active; note: potency is the fitted concentration of half-maximal effect; % is set by controls: 0 for no effect and ±100 for the full control effect; nearly all actives have a fitted effect of over 80% in size
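Purified archaeal chaperonin (25 nM final) was preincubated with compound for 10 min at 37°C, then ATP (10 uM final) was added for 30 min at 37°C in Tris pH 7.4/KCl/MgCl2/DTT buffer. ADP was quantified by HTRF Transcreener TR-FRET.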
ATXN viability: Viability Counterscreen for Primary qHTS for Inhibitors of ATXN expression; Potency, µM (series often up to 56.7 µM), actives largely listed as cytotoxic; 0.49% of 400,000 active; AID 651635, 2014; S2 cells (HEK-293 line with an ATXN2-luciferase reporter) viability, CellTiter-Fluor protease fluorescence, 24 h; note: potency is the fitted concentration of half-maximal effect; nearly all actives have a fitted effect of over 40% in size
Nrf2 activator: qHTS of Nrf2 Activators; AREc32 ARE-luciferase reporter (MCF7-derived line), luminescence, 24 h; Potency, µM (highest dose often 46.1 µM), without a hit: at the highest dose activation, usual class: activators; 0.31% of 410,000 active; AID 624171, 2012; note: potency is the fitted concentration of half-maximal effect; % of control where 0% means no effect; nearly all actives have a fitted effect of over 65% in size
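ARE activation measured as luciferase luminescence (Steady-Glo, 30 min RT) in AREc32_Fluc cells after 24 hr compound exposure at 37 deg C, 5% CO2; cells seeded overnight at 1000/well in OPTI-MEM, 5% FBS.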
CCT modulator: High-Throughput Screening for Modulators of Cytosolic Chaperonin Activity. purified chaperonin ATPase assay, HTRF ADP detection, 30 min. activity change, % (test concentration not listed), hits read low. 0.3% of 360,000 active. AID 651819, 2012; in the data active = activity change below about -30%; note: % is set by controls: 0 for no effect and ±100 for the full control effect
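ATPase activity: ADP formed was measured by HTRF Transcreener (665/615 nm ratio) after 30 min at 37 deg C with 10 uM ATP. Compounds screened at one 76 uM concentration against 40 or 20 nM TRiC in Tris pH 7.4/KCl/MgCl2/DTT buffer.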
Akt phos inh: HTS Assay for Inhibitors of Akt Phophorylation: Primary Screen. 0.32% of 360,000 active. Neuro2A IGF-stimulated pAkt S473 HTRF, 20 min; hits give low values. AID 651550, 2012. activity change, % for hits at 50 µM; in the data active = activity change below about -80%; inconclusive = mostly about -51% to -80%; note: % is set by controls: 0 for no effect and ±100 for the full control effect
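Neuro2A cells (4,500/well, DMEM with 0.5% FBS) were treated with compound at a single 50 µM final concentration, stimulated with 6 nM IGF for 20 min at 37 °C, and lysed. Phospho-Akt Ser473 was read by HTRF as 665/615 ratio ×10^4.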
HepG2 tox: qHTS for Inhibitors of TGF-b: Cytotox Counterscreen; HepG2 CAGA-GFP viability, ATP luminescence, 18 h; Potency, µM (titrated, usually from 46.1 µM), for the others: top-dose activity change, negative = cytotoxicity, hits mostly cytotoxic; 0.76% of 410,000 active; AID 588856, 2011; note: potency is the fitted concentration of half-maximal effect; some results filed as inactive show a strong effect at the top dose
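CellTiter-Glo luminescence gave cytotoxicity after 18 hours at 37 degrees C. The cells were HepG2 CAGA-GFP in 1% FBS DMEM, stimulated with 500 pg/mL TGF-beta after compound addition. %Activity was normalised to no-cell wells (complete cell-killing) and DMSO (no toxicity), and curves were fitted and classified.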
Starred values were filed as active, the others as inactive; i = inactive; ? = inconclusive; nt = not tested or not shown; & = joins results of further samples; [ ] = remark or other dose. Unless noted, calls come from the whole dose curve; as a rule, active = well fitted curve in the direction sought with a large enough effect; inconclusive = small, poorly fitted or top-dose-only effect, or another doubt; inactive = no such curve, though single readings can be large; an effect the other way counts as inactive or inconclusive.

structure	MmCpn inh	Akt phos inh	TGFb SMAD3 inh	Nrf2 block	CCT modulator	ATXN viability	Nrf2 activator	A549 tox	HepG2 tox
CCC1CCc2sc(C(=O)NCC(c3ccccc3OC)N3CCCC3)cc2C1 (stereo unspecified)	1%	i	?	-1%	0.9	?	0.0%	?	-44%
Cc1ccc(N2C(=O)N(CC(=O)Nc3ccc(F)c(F)c3)C(=O)C2C)cc1 (stereo unspecified)	2%	i	0%	-13%	-0.8	?	0.1%	-7%	0%
CCOC(=O)c1ccc(NC(=O)CNC(=O)C23CC4CC(CC(C4)C2)C3)cc1	2%	nt	0%	-14%	0.0	i	-0.6%	-7%	-4%
Cc1ccc2[nH]c(=O)c(CN(Cc3cccs3)C(=S)NCC3CCCO3)cc2c1 (stereo unspecified)	0%	i	6%	0%	-3.7	i	2.0%	-3%	-5%
C=CCCN(Cc1ccccc1)S(=O)(=O)c1cc(Br)ccc1Br	1%	i	?	-1%	2.5	i	-0.4%	9%	-1%&-34%
CN(Cc1ccccc1)C(=O)Cn1c(=O)oc2cc(S(=O)(=O)N3CCCC3)ccc21	2%	i	-12%	-12%	0.2	?	-0.5%	-8%	-14%
CCN(C(=S)Nc1cccnc1)c1ccccc1	-1%	i	-16%	5%	-0.9	i	0.4%	-3%	-12%
COc1ccc(NC(=O)Cn2c(=O)n(-c3ccccc3)c(=O)c3c4c(sc32)CCCC4)cc1	nt	nt	-12%	-15%	nt	?	-0.3%	2%	-1%
O=S(=O)(NC1=NCCCCCC1)c1cccs1	1%	i	7%	-11%	-1.6	i	0.2%	4%	-7%
O=S(=O)(c1ccccc1)N1N=C(c2cccs2)CC1c1cccc(O)c1 (stereo unspecified)	-1%	i	-29%	-19%	-1.1	i	0.2%	-1%	-11%
CN(C)CCCNc1cc(N2CCN(C3CCCCC3)CC2)c2noc3c2c1C(=O)c1ccccc1-3	nt	nt	275%[activator]	-5%	nt	nt	5.2%	-18%	16µM*
O=C(COc1ccc(Cl)cc1)Nc1ccc2oc(-c3ccncc3)nc2c1	-6%	i	-6%	4%	1.8	i	0.0%	6%	12%
CC1CC(C)CN(C(=O)c2ccc(S(=O)(=O)N3CCCC3)cc2)C1 (stereo unspecified)	-5%	i	12%	3%	-1.7	i	1.3%	-10%	37%
COC(=O)Cc1ccc(NC(=O)c2ccc(Br)o2)cc1	0%	i	7%	11%	-2.4	i	2.2%	-3%	-31%
NC(=S)N/N=C/C=C/c1ccccc1	-1%	i	0%	-17%	1.3	i	2.5%	0%	0%
O=C(NC1CCCc2ccccc21)c1ccccc1Br (stereo unspecified)	-22%	i	11%	11%	1.4	i	-0.8%	1%	-6%
CCOc1ccc(NC(=O)C(C)Sc2nccn2C)cc1 (stereo unspecified)	-3%	i	0%	7%	1.4	i	-0.9%	0%	-18%
O=C(/C=C/c1ccccc1)N1CCC(Cc2ccccc2)CC1	1%	i	?	27%	-2.1	i	4.1%	11%	-7%
CC1CCCCN1C(=O)COC(=O)C1CCN(S(=O)(=O)c2ccc3c(c2)OCCO3)CC1 (stereo unspecified)	1%	i	15%	7%	-2.9	i	-0.2%	6%	5%
CC1=C(C(=O)Nc2ccc(F)cc2)C(c2ccc(N(C)C)cc2)NC(=O)N1 (stereo unspecified)	nt	nt	-12%	15%	nt	i	0.4%	-4%	3%
CC1(C)CC(=O)c2sc(NC(=O)CCS(=O)(=O)c3ccccc3)nc2C1	-1%	i	?	-11%	-2.7	nt	?	-3%	-123%
C=CCN1C(=O)CN=C1Nc1ccc(F)cc1	-2%	i	17%	4%	-5.1	?	-0.5%	-4%	47%
CC(=O)c1cccc(N/C=C\c2nnnn2-c2ccc(F)cc2)c1	-8%	i	-3%	15%	-0.2	?	-0.4%	-4%	2%
Cc1cc(C)nc(N2N=C(C(C)(C)C)CC2=O)n1	1%	i	-4%	3%	-0.1	i	-0.8%	-4%[1.84 µM]	9%
COc1ccc(CNC(=O)c2c(O)nc3cc(C)ccn3c2=O)cc1	nt	nt	-7%	20%	nt	i	-0.9%	0%	16%
COc1ccc(NC(=O)CN(C)C(=O)Cc2n[nH]c(=O)c3ccccc23)cc1	0%	i	9%	12%	1.3	i	1.8%	1%	-4%
Cc1ccc(C2NC(=O)c3n[nH]c(-c4cccs4)c32)cc1 (stereo unspecified)	nt	nt	-12%	-16%	nt	?	0.0%	-5%	-18%
CSc1ccc(S(=O)(=O)NCC(=O)OCC(=O)N2CCCC2=O)cc1[N+](=O)[O-]	2%	i	?	-1%	3.3	i	6.4%	4%	2%
CC(=N\NC(=O)c1ccccc1)/C(=N/O)C(=O)Nc1ccccc1	1%	i	?	0%	0.1	i	0.1%	-2%	-38%
CC(C)(C)OC(=O)C[C@@H]1C/C=C\C[C@@H](CC(=O)NCCO)C(=O)N2CCC[C@H]2COC1=O	1%	i	3%	8%	0.0	i	-0.2%	-2%	1%
CCCn1nc2cc(C(=O)NCc3ccc(OC(F)(F)F)cc3)ccc2c1OCC	1%	i	-18%	?	-2.2	i	4.6%	9%	-18%
CCN1CCN(Cc2c3ccccc3cc3ccccc23)CC1	-2%	i	6%	-3%	-5.2	i	2.6%	-18%	-28%
COc1ccc(CN2C(=O)c3ccccc3C2c2nnnn2C(C)C)cc1OC (stereo unspecified)	nt	i	nt	nt	-0.2	i	-1.5%	nt	nt
Cc1ccc(C(=O)Nc2nc(N)n(-c3ccccc3)n2)cc1	0%	i	13%	25%	-0.6	i	0.5%	-5%	-26%
COc1ccc(C)cc1NC(=O)COC(=O)c1ccc(OCc2ccc(Cl)cc2Cl)c(OC)c1	1%	i	-4%	3%	-2.0	i	0.9%	-1%	1%
COc1ccc(S(=O)(=O)c2cnc3ccc(Cl)cc3c2N2CCCCC2C)cc1 (stereo unspecified)	nt	nt	?	?	nt	?	8.0%	-16%	-60%
CC(C)c1ccccc1NC(=O)C1C2C=CC(C2)C1C(=O)O (stereo unspecified)	-1%	i	5%	-2%	-0.2	i	0.0%	2%	1%
Cc1ccc(N(C(=O)c2snc(C(N)=O)c2N)C(C(=O)NC2CCCC2)c2ccco2)cc1 (stereo unspecified)	-3%	i	13%	-6%	0.7	?	4.1%	12%	-12%
CC(=O)NNC(=O)CCC(=O)Nc1ccccc1	-2%	i	-14%	1%	-1.3	i	-0.4%	1%	-17%
COC(=O)C1CN(C(=O)C(C)Oc2ccc(C)c(C)c2)c2ccccc2O1 (stereo unspecified)	-1%	i	-22%	2%	-2.8	i	-0.9%	-5%	-15%

A draw from above in order of count of non-hydrogen atoms, falling.
structure	MmCpn inh	Akt phos inh	TGFb SMAD3 inh	Nrf2 block	CCT modulator	ATXN viability	Nrf2 activator	A549 tox	HepG2 tox
COc1ccc(C)cc1NC(=O)COC(=O)c1ccc(OCc2ccc(Cl)cc2Cl)c(OC)c1	1%	i	-4%	3%	-2.0	i	0.9%	-1%	1%
COc1ccc(CN2C(=O)c3ccccc3C2c2nnnn2C(C)C)cc1OC (stereo unspecified)	nt	i	nt	nt	-0.2	i	-1.5%	nt	nt
CC(=O)NNC(=O)CCC(=O)Nc1ccccc1	-2%	i	-14%	1%	-1.3	i	-0.4%	1%	-17%

Further compounds
structure	MmCpn inh	Akt phos inh	TGFb SMAD3 inh	Nrf2 block	CCT modulator	ATXN viability	Nrf2 activator	A549 tox	HepG2 tox
COc1cc(OC)cc(C(=O)NCCN2CCOCC2)c1	1%	i	-19%	19%	0.6	i	0.9%	10%	-4%
O=C(CCn1c(=S)[nH]c2ccccc2c1=O)NCCc1ccc(Cl)cc1	?	i	11%	0%	-2.3	i	-0.1%	2%	-4%
O=C1C2C3C=CC(C3)C2C(=O)N1CCc1ccccc1 (stereo unspecified)	1%	i	32%[activator]	?	-1.7	i	-0.7%	-7%	8%
CCc1ccc(C(=O)NNC(=O)c2cc(S(=O)(=O)N(C)C)ccc2N2CCCC2)cc1	0%	i	-7%	-9%	-1.6	i	0.2%	-8%	-18%
NC(=O)c1cc[n+](Cc2ccccc2Cl)cc1	1%	i	1%	-2%	-1.0	i	-0.6%	0%	3%
CC(=O)Nc1ccc(OS(=O)(=O)c2ccc(C)cc2C)cc1	1%	i	-10%	-9%	1.2	i	-0.3%	0%	-1%
CC(C)C(=O)C1=Cc2cccc([N+](=O)[O-])c2OC1N1CCOCC1 (stereo unspecified)	0%	i	-8%	-10%	2.8	i	?	-10%	-32%
CC1(c2ccc(Cl)cc2)NC(=O)N(CC(=O)NC(=O)NCc2ccco2)C1=O (stereo unspecified)	-2%	i	-24%	-2%	-1.4	i	-0.1%	4%	2%
CCOC(=O)N1CCC(NC(=O)CSc2cc(=O)n(C)c3ccccc23)CC1	1%	i	-6%	?	-1.6	i	2.4%	0%	-15%
CCC(=O)Nc1nc(C)c(C(=O)NC2CCCCC2)s1	0%	i	36%	6%	1.2	i	1.1%	-3%	-3%
CN(C)c1ccc(/C=N/NC(=O)COc2ccccc2)cc1	-1%	i	-8%	7%	1.0	i	2.3%	0%	-23%
Cc1ccc(CN(C)C(=O)c2cccc(S(=O)(=O)N3CCc4ccccc43)c2)cc1	0%	i	-20%	-3%	-3.7	i	5.4%	0%	-10%

Rows are unselected, and some 4.4% of all compounds hit somewhere here.
